# Assay outcomes (PubChem BioAssay)
# S3 lipid droplet = qHTS Assay for Lipid Storage Modulators in Drosophila S3 Cells | Drosophila S3 cells, BODIPY lipid droplet fluorescence, 18-24 h; cells fed with added oleic acid | Potency in µM for hits, for the others lipid storage change, negative = inhibition, % at the top dose, mostly 46.1 µM | hit rate 0.64% among 320,000; active = well fitted inhibition curve with a large enough effect in the signal ratio, with a control signal flat, not every such curve was filed as active; inconclusive = small, poorly fitted or top-dose-only effect, or effect the other way, or a change in a side signal; the % refers to the signal ratio
#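 Drosophila S3 cells loaded with oleic acid (400 uM, as added) and compounds at several concentrations; lipid droplets imaged by 488-nm laser-scanning cytometry, 500–530 nm intensity and object ratio to cell channel. Percent activity normalized to 20 uM Triacsin C.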
# S3 lipid droplet cell count max = recorded beside S3 lipid droplet, whose call it bears; cell number change, %; measured here: cell count max response;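 cells counted by Cell Tracker Red CMTPX staining in the red channel; peak over a dose series mostly up to 46.1 µM; percent activity relative to internal control wells on each plate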
# Numbers without * were called inactive; i = inactive; ? = inconclusive; . = no result given. % is scaled to controls: 0 for no effect and ±100 for the full control effect; potency is read from the fitted curve at half-maximal effect. Only part of the results is shown, so the mix of outcomes need not match the whole.
SMILES,S3 lipid droplet,S3 lipid droplet cell count max
C#CCOCCOCCOCCNc1nc(N2CCOCC2)nc(N2CCN(C(=O)[C@H](CCCCN)n3cc([C@@H](N)CC(C)C)nn3)CC2)n1,-13%,-13
O=C(O)CCN=C1CCCc2ccccc2N1,2%,-7
O=C(NC1CCCC1)c1cccc(S(=O)(=O)N2CCOCC2)c1,9%,0
CC(C)(Oc1ccc(CCNC(=O)c2ccc(-c3ccccc3)o2)cc1)C(=O)O,-18%,7
CCC(c1nnc(SCC(=O)Nc2cccc(S(N)(=O)=O)c2)n1Cc1ccccc1)N(C)C (stereo unspecified),7%,11
Cc1oc(-c2cc(F)ccc2F)nc1CN(C)Cc1ccc2nccnc2c1,8%,18
Cc1nn(Cc2ccc(C(=O)Nc3ccccc3F)cc2)c(C)c1Cl,?,.
Cn1c(N)c(C(=O)c2cc(-c3ccncc3)nc3ccccc23)c(=O)n(C)c1=O,?,.
COc1ccc(C2=Nn3c(nnc3-c3ccncc3)SC2)cc1,?,.
O=C(O)CCc1nnc(SCC(=O)Nc2ccc(Br)cc2)[nH]c1=O,?,.
CS(=O)(=O)c1ccc([C@@H](O)[C@@H](CF)NC(=O)C(Cl)Cl)cc1,?,.
COC(=O)CSc1nnc(CNC(=O)c2cccs2)n1-c1cc(OC)ccc1OC,6%,-8
CC(=O)c1cc(-c2ccccc2)n(CC(=O)Nc2cc(C)cc(C)c2)c1C,21%,2
O=C(O)Cc1ccc(C(=O)c2ccc(Cl)cc2Cl)s1,i,.
COc1ccc(CCNC(=O)C2CCCN2C(=O)NC2CCCCC2)cc1OC (stereo unspecified),?,.
O=C(NNC(=S)Nc1ccccc1)c1ccccc1[N+](=O)[O-],1%,-3
O=C(Nc1ccccc1)N1CCC(=S)Nc2ccccc21,?,.
O=C(CSc1nc2c(c(=O)[nH]1)CCCC2)Nc1ccc(Cl)cc1F,?,.
COCCCNS(=O)(=O)c1ccc2c(c1)CCN2C(C)=O,?,.
Cc1ccc(-c2nnc(Nc3ccc4c(c3)nc(C)n4C)c3ccccc23)cc1,?,.
Brc1ccc(N=NNc2ccccc2)cc1,?,.
CC(=C/c1ccccc1)/C=N/n1c(-c2ccco2)n[nH]c1=S,?,.
FC(F)(F)c1cccc(Cc2noc(CN3C[C@@H]4CCC[C@H]3C4)n2)c1,11%,-1
CN(CC(=O)NCc1ccncc1)S(=O)(=O)c1ccc2ccccc2c1,-3%,.
CCOC(=O)N1CCN(Cc2nc3c(c(=O)n(C)c(=O)n3C)n2Cc2cc(C)ccc2C)CC1,?,.
# Further entries.
SMILES,S3 lipid droplet,S3 lipid droplet cell count max
Nc1ccc2c(C(F)(F)F)cc(=O)oc2c1,?,.
NC(=O)C1(N2CCCCC2)CCN(C(=S)Nc2ccc(F)c(Cl)c2)CC1,19%,1
COc1ccc(NC(=O)C2C3C=CC4(O3)C2C(=O)N(CCCN2CCCCC2)C4C(=O)NC2CCCC(C)C2C)cc1 (stereo unspecified),i,21
Cc1cc(NC(=O)COC(=O)C2CCN(S(=O)(=O)c3ccc(Cl)cc3)CC2)no1,?,.
O=C(c1ccco1)n1nc(-c2cccnc2)nc1NCc1ccco1,6%,-17
COc1ccc(-c2csc3ncnc(N4CCN(C(=O)c5ccco5)CC4)c23)cc1,?,.
CC1=NN(C(=O)c2ccc(C)cc2)C(O)(C(F)(F)OC(F)(F)F)C1 (stereo unspecified),?,.
COc1ccccc1/C=C1\SC(=S)N(CCC(=O)Nc2nnc(C)s2)C1=O,-25%,8
N#CC1=C2N=C(N)c3c(sc4c3CCCCC4)N2C2=C(C(=O)CCC2)C1c1ccccc1 (stereo unspecified),?,.
COC(=O)c1sc(SC)c(S(=O)(=O)C(C)C)c1N/N=C(\C#N)S(=O)(=O)c1ccccn1,?,.
NC(=O)c1ccc(-c2ccc(Br)cc2)o1,20%,5
COc1ccc2c(=O)c3c(=O)n(Cc4ccco4)c(-c4ccco4)nc3oc2c1,i,.
CC(C)Cc1nnc(NC(=O)CCNC(=O)c2ccco2)s1,i,16
CCOc1ccc(N(CC(=O)N2CCOCC2)S(=O)(=O)c2ccc(F)cc2)cc1,?,.
CN1CCN(C(=O)/C(=C\c2cccs2)NC(=O)c2ccco2)CC1,?,.
CCOC(=O)c1cnc2ccc(C)cc2c1OCc1cc(F)cc(F)c1,i,.
Cc1cc(C)c(NC(=O)CN2CCCCCC2)c(C)c1,4%,-2
CC(C[N+](C)(C)C)OC(=O)C1(c2ccccc2)CCCC1 (stereo unspecified),?,.
Cc1ccc(N2C(=O)CC2(C#N)c2ccc(OCc3ccccc3)cc2)cc1 (stereo unspecified),?,.
CCc1ccc(-c2cn3c(n2)SCC3)cc1,15%,-3
CS(=O)(=O)Nc1nnc(CCc2ccccc2)s1,?,.
Cc1ccccc1Nc1nc(N)nc(COC(=O)c2cccc(S(=O)(=O)N(C)C)c2)n1,?,.
O=C(O)c1ccc(Sc2nnc(-c3cccc(Br)c3)o2)c([N+](=O)[O-])c1,26µM*,-24*
O=C(CNCc1ccc(F)cc1)Nc1ccc(C(=O)N2CCCCC2)cc1,?,.
CSc1nnc(-c2ccccc2)n1C,-2%,0
# Further compounds:
SMILES,S3 lipid droplet,S3 lipid droplet cell count max
O=C(Nc1cccnc1)c1ccco1,?,.
COc1ccc(OC)c2sc(NC(=O)c3ccc(Br)s3)nc12,3%,1
COc1ccc2cc(S(=O)(=O)NCc3cccnc3)ccc2c1,?,.
COc1ccccc1NC(=O)C1=C(C)Nc2nnnn2C1c1ccccn1 (stereo unspecified),?,.
CNC(=S)N1CCC(NC(=O)c2ccco2)CC1,?,.
O=S(=O)(O)c1cccc2c(N=Nc3ccc(O)c4ncccc34)cccc12,?,.
Cc1ccc(C(=O)N2CCN(Cc3ccc4c(c3)OCO4)CC2)cc1[N+](=O)[O-],12%,0
CC1CC(C)(C)CC2(C1)NC(=O)N(CC(=O)Nc1ccc3[nH]c(=O)[nH]c3c1)C2=O (stereo unspecified),?,.
COc1cccc(NC(=O)CSC2=C(C#N)C(c3ccco3)C3=C(CCCC3=O)N2)c1 (stereo unspecified),?,.
COc1cc2c(cc1OC)C(c1cccc(OC)c1OC)CC(=O)N2 (stereo unspecified),?,.
CC12CCC(C(=O)N3CCCc4ccccc43)(OC1=O)C2(C)C (stereo unspecified),?,.
C=CCOC(=O)C1=C(C)NC(=O)NC1c1ccc(OC(=O)c2ccco2)c(OC)c1 (stereo unspecified),?,.
O=C(CSc1nnc(Cc2cccs2)n1C1CCCCC1)N1CCN(C(=O)c2ccco2)CC1,?,.
CCOc1ccc(-n2cc(-c3ccccc3)c3c(=O)[nH]cnc32)cc1,0%,-15
CCN(Cc1ccccc1)Cc1cc(OC)cc(OC)c1,?,.
CCOC(=O)c1c(N)sc2c1CCS(=O)(=O)C2,7%,1
COc1ccc(-n2cnc3cc(N)ccc32)cc1,7%,4
CCN(CC(=O)Nc1ccccc1OC)C(=O)c1ccc(N(C)S(=O)(=O)c2ccc(C)cc2)cc1,?,.
CCN(CC)CC(=O)N(CC(=O)Nc1c(C)cc(C)cc1C)C1CCCCC1,?,.
COc1ccc(CC(=O)NCCC(C)C)cc1S(=O)(=O)N1CCOCC1,?,.
CCOC(=O)c1sc(NC(=O)CSc2nc3ccccc3s2)c(C(=O)OCC)c1C,?,.
N#Cc1ccccc1OCC(=O)OCC(=O)N1CCN(C(=O)c2ccco2)CC1,?,.
Cc1ccc(OC(C)C(=O)N2CC(=O)Nc3ccccc32)c(C)c1 (stereo unspecified),-3%,-8
O=C1C=CC(=O)N1Nc1ccc(Br)cc1,?,.
CCOc1ccc(S(=O)(=O)NC(Cc2c[nH]c3ccccc23)C(=O)O)cc1 (stereo unspecified),2%,18
# Further records follow:
SMILES,S3 lipid droplet,S3 lipid droplet cell count max
COc1cccc(N=Nc2c(=O)[nH]n3c(C)cc(C)nc23)c1,?,.
CCCCC(=O)NC1(C(F)(F)F)C(=O)N(CC(C)C)C2=C1C(=O)CC(C)(C)C2 (stereo unspecified),?,.
Cc1nn(C)c(Oc2cccc(Cl)c2)c1C(=O)Nc1ccc(F)cc1F,1%,1
CCOC(=O)c1ccc2nc(NC(=O)c3ccco3)sc2c1,-5%,-9
C=CCn1c(=O)c(C(=O)Nc2ncccc2O)c(O)c2ccccc21,?,.
Cc1onc(-c2ccccc2)c1CNC(=O)Nc1ccc(F)cc1F,-5%,8
O=C(NC12CC3CC(CC(C3)C1)C2)c1ccc(-c2ccccc2Cl)o1,?,.
CCOC(=O)c1nc(Nc2cccc(C)c2)c2ccccc2n1,?,.
COc1ccc(OCCCCn2c(CO)nc3ccccc32)cc1,5%,-12
CN1CCN(C(=O)CSc2nc(-c3ccco3)cc(C(F)(F)F)n2)CC1,3%,1
COc1ccc(NC(=O)C(C)N2c3cccc4cccc(c34)S2(=O)=O)cc1 (stereo unspecified),?,.
O=C1CSC(c2ccccc2Cl)N1 (stereo unspecified),?,.
COc1cc(NC(=O)c2ccc(COc3ccccc3Br)o2)cc(OC)c1OC,?,.
O=C(Nc1ccccn1)c1ccc(S(=O)(=O)N2CCCCC2)cc1,i,.
Cc1ccc(NC(=O)c2oc3ccccc3c2C)nc1,-10%,2
COCc1ccc(-c2c(-c3cc(OC)cc(OC)c3)oc(=O)c3cc(OC)c(OC)cc23)cc1,?,.
COc1c(O[C@@H]2O[C@H](CO)[C@@H](O)[C@H](O)[C@H]2O)cc2c(c1OC)-c1ccc(SC)c(=O)cc1C(NC(C)=O)CC2 (stereo partly specified),11%,7
COc1ccnc(-n2cccc2C#N)c1C#N,9%,14
Cc1cc(C)n(C(=O)CCN2C(=O)c3ccccc3C2=O)n1,?,.
COc1cc(/C=N/OCC(=O)NC23CC4CC(CC(C4)C2)C3)ccc1OCc1ccccc1,?,.
CCN(CC(=O)Nc1cc(Cl)ccc1-n1cncn1)Cc1nc2ccccc2c(=O)[nH]1,i,-18
Cc1ccc(-c2noc(CNS(=O)(=O)c3ccccc3)n2)cc1,?,.
O=C1c2cccc3cccc(c23)C(=O)N1Cc1cccnc1,?,.
COc1ccc(Br)cc1CNC(=O)C1CCCN(S(C)(=O)=O)C1 (stereo unspecified),?,.
O=C(NCc1ccccc1Cl)c1cccc(C(F)(F)F)c1,-7%,-20
# (list continues)
SMILES,S3 lipid droplet,S3 lipid droplet cell count max
CC1CCN(C(=O)COC(=O)[C@H](C)NS(=O)(=O)/C=C/c2ccccc2)CC1,?,.
CSCC[C@H](NC(=O)C1CCCC1)c1nc2ccccc2[nH]1,15%,.
Cc1c(C(=O)N2CC(C)OC(C)C2)sc2nc(-c3ccc(F)cc3)cn12 (stereo unspecified),?,.
CCOc1cc(-n2nc(C)c(C#N)c2N)nc(SC)n1,2%,-2
CCCCCCC(=O)N(O)C1CC(=O)N(c2ccc(C)cc2)C1=O (stereo unspecified),?,.
O=C(Nc1ccc(F)cc1)c1ccc(S(=O)(=O)NCc2cccnc2)cc1,?,.
CC(=O)NS(=O)(=O)c1ccc(N=NN2CCOCC2)cc1,?,.
Brc1c(NC2=NCCN2)ccc2nccnc12,4%,8
CCOC(=O)CCCn1c(C)nc(=O)c(-c2ccccc2)c1C,?,.
CC1CN(C(=O)c2ccccc2Oc2ccccc2)CC(C)O1 (stereo unspecified),?,.
CC(/C=C/C=C/c1ccccc1)=N/NC(=O)CNc1ccc(C)cc1,?,.
Cc1ccc(C)c(NS(=O)(=O)c2c(C)nc3sccn3c2=O)c1,-13%,4
O=C(/C=C/c1ccc(O)cc1)c1ccc(NC2=C(N3CCCCC3)C(=O)c3ccccc3C2=O)cc1,9%,.
CC(C)(C)C(=O)NCCn1ccc2ccccc21,-22%,.
Cc1ccc(C)c(-n2c(Cc3cc(=O)[nH]c(=O)[nH]3)nnc2SCC(=O)NCC2CCCO2)c1 (stereo unspecified),?,.
O=C(O)CCC(=O)Nc1nnc(C(F)(F)F)s1,29µM*,-2.2*
Cc1sc2ncnc(OCC(=O)NCc3cccs3)c2c1C,11%,12
CN(C)CCC=C1c2ccccc2CCc2ccccc21,?,.
O=C1c2ccccc2C(=O)C12OC2c1cccc2ccccc12 (stereo unspecified),?,.
